Source: PubChem (National Center for Advancing Translational Sciences (NCATS))
KCNH2 WT inh = qHTS for Inhibitors of KCHN2 3.1: Wildtype qHTS | Voltage-gated inwardly rectifying potassium channel KCNH2 (Homo sapiens), Q12809 | U2OS, BacMam KCNH2, thallium flux FluxOr; hits give low values | activity change, % at 1.84 µM | 340,000 tested, 0.37% active | AID 720551, 2013;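 active = maximum activity change below -70%; inconclusive = maximum activity change between -70% and -50%; inactive = maximum activity change above -50%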
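U2OS cells were transduced with wild-type KCNH2 virus (2.03 x 10^8 / mL) for 4 h at room temperature, then cultured overnight at 37 C. Thallium flux was read with FluxOr dye. Rate constants were normalized to DMSO controls.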
uPA generation = qHTS for Inhibitors of Cell Surface uPA Generation. AID 540303, 2011. cell surface uPA generation assay, qHTS. Potency, µM (titrated, usually from 38.3 µM), for inactives: at the top dose activity change, negative = inhibition, hits mostly inhibitors. 330,000 tested, 0.31% active; active = well fitted inhibition curve with a large enough effect; inconclusive = small, poorly fitted or top-dose-only effect; inactive = no such curve, though single readings can be large or run the other way; tested in mouse RAW 264.7 cells; also: potency is read from the fitted curve at half-maximal effect; nearly all actives have a fitted effect of over 55% in size
BCR signal inh = qHTS Assay to Find Inhibitors of Chronic Active B-Cell Receptor Signaling. ABC-DLBCL IkBa-CBG/CBR reporter, luminescence ratio, 4 h. Potency, µM (titrated, usually from 46.1 µM), without a hit: at the top dose ratio change, negative = lower green/red ratio, usual class: inhibitors. 340,000 tested, 0.05% active. AID 493014, 2011; active = well fitted inhibition curve with a large enough effect in the signal ratio, with a control signal flat, not every such curve was filed as active; inconclusive = small, poorly fitted or top-dose-only effect, or effect the other way, or a change in a side signal; the % refers to the signal ratio;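 also: potency is read from the fitted curve at half-maximal effect; plate controls were basal doxycycline-induced cells for no effect and cells given 10 µM MG132 for full effect; MG132 reads +100%, hits lower the ratio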
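Concentration-response series (up to 46 uM) were applied to TMD8 dual-reporter cells for 4 h at 37C with doxycycline. Green/red ratio, after filter-overlap correction, defined %Activity; red signal alone was normalised to basal cells and zero luminescence.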
Giardia killer = Small Molecules that selectively kill Giardia lamblia: qHTS; Giardia lamblia trophozoite viability; activity change, % at 7.66 µM, hits read low; 340,000 tested, 0.15% active; AID 540267, 2011; in the data active = activity change below about -80%; inconclusive = between about -30% and that limit;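 also: parasites exposed to compound for two days anaerobically before the ATP read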
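Viability, read as ATP luminescence: trophozoites at 100 cells/well, compound added, 48 hrs anaerobic at 37 deg C, then 15-30 min room-temperature development before reading.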
Eya2 inh = qHTS Assay for Inhibitors of the Phosphatase Activity of Eya2; Protein phosphatase EYA2 (Homo sapiens), O00167; recombinant Eya2, OMFP fluorescence dephosphorylation (OMFP is methylfluorescein phosphate); Potency, µM (doses to about 76.9 µM), for inactives: top-dose activity, negative = inhibition, hits mostly inhibitors; 330,000 tested, 0.006% active; also: potency is read from the fitted curve at half-maximal effect
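Eya2 (0.2 uM) preincubated 10 min at ambient with compound, then OMFP substrate added at 50 uM; 10 min reaction in 50 mM HEPES pH 7.5, 50 mM NaCl, 5 uM MgCl2, 0.05% BSA, 1 mM DTT. Fluorescence read at Ex 485/Em 525 nm.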
KCNH2 3.1 inh = qHTS for Inhibitors of KCHN2 3.1: Mutant qHTS. Potassium voltage-gated channel subfamily H member 2, brain isoform KCNH2 3.1 (human). U2OS KCNH2 3.1, thallium flux FluxOr; hits give low values. activity change, % (tested at about 1.8 µM). 340,000 tested, 0.95% active. AID 720553, 2013;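 active = maximum activity change below -70%; inconclusive = maximum activity change from -70% to -50%; inactive = maximum activity change above -50%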;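 also: thallium influx rate constant from kinetic fluorescence after stimulation buffer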
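Thallium flux read-out: FluxOr dye with Red40 quencher in HBSS/HEPES, 45 min at RT. Rate constants from kinetic reads were normalized to positive and negative DMSO controls. Cells: U2OS virally expressing the 3.1 isoform.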
PKM2 activator = qHTS Assay for Activators of Human Muscle isoform 2 Pyruvate Kinase | Pyruvate kinase PKM (Homo sapiens), P14618 | purified PKM2, Kinase-Glo ATP luminescence, activation; response scale: 0% is enzyme alone, no compound | Potency, µM (highest dose often 57.5 µM), inactives show at the highest dose activation, hits mostly activators | 260,000 tested, 0.34% active; also: potency is read from the fitted curve at half-maximal effect; nearly all actives have a fitted effect of over 55% in size
Target sequence (P14618 whole entry, looked up, canonical isoform): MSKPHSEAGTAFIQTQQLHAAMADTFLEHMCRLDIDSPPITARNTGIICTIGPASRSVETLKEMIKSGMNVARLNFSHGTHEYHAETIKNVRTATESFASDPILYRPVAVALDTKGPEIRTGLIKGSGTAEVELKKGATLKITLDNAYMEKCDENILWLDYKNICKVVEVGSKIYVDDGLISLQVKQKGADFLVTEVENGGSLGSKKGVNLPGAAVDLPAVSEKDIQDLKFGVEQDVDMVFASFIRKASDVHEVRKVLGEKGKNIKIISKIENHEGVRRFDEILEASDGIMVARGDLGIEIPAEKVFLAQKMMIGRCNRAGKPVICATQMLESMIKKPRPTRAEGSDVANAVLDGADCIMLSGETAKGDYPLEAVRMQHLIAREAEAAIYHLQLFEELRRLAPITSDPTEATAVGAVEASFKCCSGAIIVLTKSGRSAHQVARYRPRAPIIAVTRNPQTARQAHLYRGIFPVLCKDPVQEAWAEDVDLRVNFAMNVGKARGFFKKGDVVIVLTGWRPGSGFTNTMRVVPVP
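Purified hPK-M2 (>95% pure) converted ADP (0.1 mM final) to ATP with 0.5 mM PEP in 50 mM imidazole pH7.2, KCl, MgCl2, Tween 20, BSA; 1 h at room temperature. ATP detected by Kinase-Glo luminescence.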
FBPA coupling cs = qHTS Assay for Inhibitors of Fructose-1,6-bisphosphate Aldolase from Giardia Lamblia: Coupling assay counterscreen; activity change, negative = inhibition, % at 58.2 µM, hits read low; AID 2472, 2010; 290,000 tested, 0.67% active; coupling enzyme system counterscreen, AmpLite Red fluorescence; in the data active = activity change below about -30%
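Fluorescence at 525 nm excitation and 598 nm emission measured inhibition of the coupled detection system without aldolase. Compounds (at 57.5 uM final) were preincubated 10 min at room temperature with coupling enzyme reagent before a 20 min substrate/AmpLite Red step.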
USP2a block = qHTS Assay for Inhibitors of Ubiquitin-specific Protease USP2a Using CHOP2 as the Reporter. USP2 core, Ub-CHOP2 coupled fluorogenic reporter, 485/531. 330,000 tested, 0.01% active. Ubiquitin carboxyl-terminal hydrolase 2 (Homo sapiens), O75604. Potency, µM (top dose mostly 38.3 µM), inactives show top-dose activity change, negative = inhibition, most hits filed as inhibitors;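 also: potency is read from the fitted curve at half-maximal effect; plate controls were DMSO wells for no effect and full inhibition by NEM control for full effect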
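Cell-free coupled assay: 10nM USP2 core preincubated 30min RT with compound in Tris-HCl pH 8.0/CaCl2/CHAPS buffer, then 25nM Ub-CHOP2 and 25nM reporter substrate; fluorescence (Ex 485/Em 531) read after 60min RT, normalized to NEM inhibition, concentration-response curves fitted.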
GALK inhibitor = qHTS Assay for Inhibitors of Human Galactokinase (GALK); Purified GALK, Kinase-Glo residual ATP luminescence; P51570; Potency, µM (series often up to 57.5 µM), inactives show top-dose activity change, negative = inhibition, most hits filed as inhibitors; 270,000 tested, 0.007% active; also: potency is read from the fitted curve at half-maximal effect
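Quantitative HTS: GALK 5 nM, ATP 35 uM, galactose 100 uM, 1 h room temperature, then luciferase-based ATP detection.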
B2AR arrestin = qHTS assay of beta-arrestin-biased ligands of beta2-adrenergic receptor; 330,000 tested, 0.02% active; Potency, µM (series often up to 46.1 µM), inactives show at the top dose activation, most hits filed as activators; beta-arrestin recruitment to beta2AR, cell-based reporter; Beta-2 adrenergic receptor (Homo sapiens), P07550;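 also: potency is read from the fitted curve at half-maximal effect; 0% = DMSO controls and full agonism = EC100 isoproterenol or metaproterenol; nearly all actives have a fitted effect of over 65% in size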
Target sequence (P07550 whole entry, looked up): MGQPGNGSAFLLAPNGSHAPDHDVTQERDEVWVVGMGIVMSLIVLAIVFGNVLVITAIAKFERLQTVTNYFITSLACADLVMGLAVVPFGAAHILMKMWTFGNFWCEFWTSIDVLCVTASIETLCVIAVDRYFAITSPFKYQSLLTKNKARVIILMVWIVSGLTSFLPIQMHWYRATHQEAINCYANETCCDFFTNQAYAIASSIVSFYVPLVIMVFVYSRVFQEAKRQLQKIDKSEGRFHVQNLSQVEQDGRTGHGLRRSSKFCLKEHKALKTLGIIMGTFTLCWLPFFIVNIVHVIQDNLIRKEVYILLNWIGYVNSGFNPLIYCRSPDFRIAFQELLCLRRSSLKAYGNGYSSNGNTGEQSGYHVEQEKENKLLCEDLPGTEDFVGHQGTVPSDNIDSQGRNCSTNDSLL
Active calls of the source: *; i = inactive; ? = inconclusive; . = not tested or not shown; & = joins results of further samples. Unless noted, calls follow the shape of the dose curve; as a rule, active = well fitted curve in the direction sought with a large enough effect; inconclusive = small, poorly fitted or top-dose-only effect, or another doubt; inactive = no such curve, though single readings can be large; an effect the other way counts as inactive or inconclusive. Unless noted, % is scaled to controls: 0 for no effect and ±100 for the full control effect.

canonical_smiles	GALK inhibitor	PKM2 activator	Giardia killer	B2AR arrestin	USP2a block	BCR signal inh	Eya2 inh	KCNH2 3.1 inh	KCNH2 WT inh	uPA generation	FBPA coupling cs
C=CCNC(=O)Cc1ccc(S(=O)(=O)N2CCOCC2)s1	.	.	12	0.1%	3%	1%	13%	8	2	-5%	.
O=C(NCNC(=O)c1ccccc1)c1ccccc1	2%	-1%	6	-0.4%	0%	0%	19%	17	-12	-1%	3
COc1ccc2oc(C(=O)C3CC3)c(N)c2c1	2%	0%	6	0.3%	3%	1%	2%	12	-5	-4%	2
O=C(NC(=S)NNC(=O)c1ccccc1O)c1cccnc1	0%	-23%	14	-0.1%	6%	?	2%	2	.	0%	-1
Cc1ccccc1OCC(=O)NNC(=O)CSc1nc(N)cc(N)n1	1%	3%	-8	0.0%	2%	-3%	5%	5	-1	-2%	0
Cc1ccc(OCC(=O)OCc2c(C)noc2C)cc1C	0%	1%	1	0.2%	0%	?	-9%	9	-2	3%	-1
O=C(c1cc(F)cc2c1OCOC2)N1CCN(c2ccc(F)cc2)CC1	0%	-1%	-1	0.1%	1%	?	-2%	-11	-3	1%	1
CCN(CC)CCn1c(-c2ccccc2)nc(=S)c2c1CC(C)(C)OC2	-3%	2%	8	0.0%	3%	8%	-2%	-3	2	-6%	-1
COc1ccc(C2CC(=O)C3=C(C2)Nc2ccccc2N(C(=O)CCC(=O)O)C3c2ccc(F)cc2)cc1OC (configuration not stated)	-4%	9%	-13	-0.4%	-5%	11%	-17%	10	-5	7%	5
O=C(CSc1nnc(C23CC4CC(CC(C4)C2)C3)o1)Nc1ccc(N2CCOCC2)c(Cl)c1	0%	-1%	-11	-0.1%	-4%	6%	5%	-9	12	.	0
COc1ccc(OC)c(C(c2nnnn2CCC(C)C)N2CCN(C(=O)c3ccco3)CC2)c1 (configuration not stated)	10%	-4%	20	0.0%	4%	-2%	7%	9	15	1%	1
Cc1ccccc1-n1cnc2cc(NCc3cccs3)ccc21	-3%	4%	12	-0.2%	-2%	-22%	9%	4	2	-7%	-3
Cc1ccc(CN2CCC(N3CC(C)OC(C)C3)CC2)cc1 (configuration not stated)	.	.	-14	-0.9%	-1%	2%	-16%	-7	35	-4%	1
Cc1cccc(NC(=O)c2oc3ccc(S(=O)(=O)N4CCOCC4)cc3c2C)c1C	-1%	-2%	-2	-0.4%	2%	0%	5%	-11	2	.	7
O=C(CS(=O)(=O)Cc1ccccc1)Nc1ccc(S(=O)(=O)N2CCCCCC2)cc1	-1%	3%	-7	0.0%	-1%	0%	-5%	-14	-2	3%	1
Cc1nonc1NC(=O)N1CCCC1	1%	-3%	-2	0.1%	-1%	-12%	11%	5	0	0%	3
COc1ccc(C(C(=O)NC2CCCCC2)N(C(=O)c2sc(C)nc2C)c2ccc(OC)cc2)cc1 (configuration not stated)	3%	0%	-24	-0.3%	-2%	-14%	3%	-1	5	8%	0
Cc1ccc(S(=O)(=O)Nc2ccc(NC(=O)Nc3ccc(F)cc3F)cc2)cc1	-2%	0%	29	-0.2%	6%	?	9%	3	-4	4%	-4
Cc1cc(Cl)ccc1C(=O)C1CCCN(C(=O)c2cccnc2C)C1 (configuration not stated)	-1%	.	17	-0.3%	-1%	15%	8%	8	5	-12%	0
COc1cccc(OC(=O)CSc2nnc(-c3ccccc3Br)o2)c1	-1%	24%	-1	0.0%	1%	?	5%	-5	-14	-1%	2
CC1C(=O)N2CCCc3cc(S(=O)(=O)N4CCC(C(N)=O)CC4)cc1c32 (configuration not stated)	1%	.	11	-0.4%	3%	-6%&6%	12%	14	2	-2%	-4
CC(=O)Nc1ccc(N2CCN(c3ccc(F)cc3)CC2)cc1	0%	.	-22	9.5%	3%	?	-9%	5	2	6%	0
O=S(=O)(NCCN1CCOCC1)c1ccc2c(c1)OCCO2	4%	-3%	-9	-0.1%	0%	-13%	-13%	-7	0	-1%	-1
CC12CCC(C(=O)N(CCCCN3CCN(Cc4ccccc4)CC3)C1=O)C2(C)C (configuration not stated)	0%	-4%	6	0.2%	4%	13%	-16%	0	35	-3%	0
COc1ccc(Cl)cc1NC(=O)CN(C)C1CCS(=O)(=O)C1 (configuration not stated)	.	.	-4	0.3%	0%	-12%	0%	-5	-12	1%	.
O=C(OC1CCOC1=O)c1ccc2ccccc2n1 (configuration not stated)	1%	-2%	5	0.0%	1%	?	3%	31	11	-5%	1
O=S(=O)(c1ccc(Cl)cc1)N1CCN(C2CCCCCC2)CC1	-2%	0%	-13	0.1%	-1%	5%	3%	-25	25	8%	6
COc1ccc(Cc2nc3ccccc3[nH]2)cc1OC	1%	-2%	-19	-0.4%	-1%	-16%	9%	1	5	-1%	2
COc1ccc(/C=N/n2c(-c3n[nH]c4c3CCC4)n[nH]c2=S)cc1OC	-1%	-16%	3	-1.3%	0%	-9%	5%	15	8	0%	-10
N#C/C(=C\c1ccccc1OCc1ccc(C(=O)O)cc1)c1ccccc1	-1%	-4%	-9	0.0%	1%	?	2%	7	i	2%	0
Cc1cccc(NC(=S)NC(=O)C2CC2)c1	0%	4%	.	?	-7%	?	5%	.	.	.	.
Cc1cc(C)n(CCNC(=O)C2CCC(=O)N(CCc3cccc(F)c3)C2)n1 (configuration not stated)	0%	-4%	-23	0.1%	-1%	4%	-4%	-7	-1	0%	.
Cc1ccc(C(CNS(=O)(=O)c2cc(F)ccc2F)N2CCN(C)CC2)cc1 (configuration not stated)	.	.	-2	-0.4%	-1%	-4%	7%	-6	26	1%	.
CCS(=O)(=O)N1CCC(NC(C)=O)(c2ccccc2)CC1	2%	-3%	22	-0.3%	0%	-1%	1%	15	-4	-3%	3
Cc1cc(C)cc(Oc2nc3ccccn3c(=O)c2/C=C(\C#N)C(=O)NC2CCS(=O)(=O)C2)c1 (configuration not stated)	2%	-2%	3	0.6%	-1%	?	2%	-18	6	-10%	0
O=C(NC(=S)Nc1ccc(Cl)c(C(=O)O)c1)c1ccco1	3%	0%	-5	5.1%	-1%	?	10%	14	-7	9%	1
COc1cc(OC)cc(-c2c(-c3cccs3)c3cc(Br)ccc3n2C)c1	.	.	7	0.1%	2%	0%	-3%	?	11	-1%	.
Cn1c(CNC(=O)CCNC(=O)c2ccc(Br)cc2)cc(=O)n(C)c1=O	3%	.	-24	-0.5%	1%	-7%	-18%	3	0	-2%	.
CCOc1cc(NS(=O)(=O)c2ccc(NC(C)=O)cc2)c(OCC)cc1NC(=O)c1cccs1	1%	-2%	-5	-0.8%	0%	2%	7%	3	2	10%	-15
Cc1c(OCC(=O)N2CCC(C(N)=O)CC2)ccc2c3c(c(=O)oc12)CCC3	.	1%	?	-0.6%	2%	-17%	12%	4	1	6%	2
CN1CCN(C(=O)C(Cc2ccccc2)NS(=O)(=O)c2ccc3c(c2)CCC(=O)N3)CC1 (configuration not stated)	1%	1%	1	-0.2%	-3%	-2%	-30%	-17	-1	-13%	4
COc1ccc(NC(=O)c2ccc3c(c2)NC(=O)CO3)cc1OC	-3%	3%	-12	0.0%	-2%	7%	2%	29	7	2%	-5
Cc1ccc(C(=O)c2cc([N+](=O)[O-])ccc2N2CCCCC2)cc1	0%	-10%	-11	0.3%	-5%	23µM*	-9%	24	-10	-13%	0
O=C(COC(=O)C1CCN(S(=O)(=O)c2cccs2)CC1)NCc1ccccc1	7%	26%	-2	0.1%	2%	-1%	12%	-1	0	3%	2
O=C(Nc1ccccc1N1CCCC1)c1cccc(Cl)c1Cl	5%	-1%	1	-0.4%	2%	-1%	5%	2	i	-5%	3
